Screening data (PubChem)
FEN1 inh: qHTS Assay for the Inhibitors of Human Flap endonuclease 1 (FEN1); actives 0.35% (n = 390,000); Recombinant FEN1 flap cleavage, fluorescence, 15 min; Potency, µM (doses to about 114 µM), inactives show at the highest dose activity change, negative = inhibition, actives largely listed as inhibitors; P39748; note: nearly all actives have a fitted effect of over 65% in size
Target sequence (P39748 whole entry, looked up): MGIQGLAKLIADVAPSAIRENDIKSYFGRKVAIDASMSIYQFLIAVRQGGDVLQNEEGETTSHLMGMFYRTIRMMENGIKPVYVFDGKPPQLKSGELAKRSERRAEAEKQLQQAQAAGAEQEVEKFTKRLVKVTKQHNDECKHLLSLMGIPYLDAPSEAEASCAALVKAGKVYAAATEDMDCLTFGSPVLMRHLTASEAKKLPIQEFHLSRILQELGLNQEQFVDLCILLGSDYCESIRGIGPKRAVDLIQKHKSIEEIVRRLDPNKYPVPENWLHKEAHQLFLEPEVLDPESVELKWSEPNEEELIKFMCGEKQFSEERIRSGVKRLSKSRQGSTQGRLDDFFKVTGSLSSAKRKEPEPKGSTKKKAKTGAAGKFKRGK
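Compounds are tested as a concentration series against 10 nM FEN1; after a 15 min room-temperature preincubation, 50 nM substrate starts cleavage, with plate reads at 0 and 15 min. Normalized responses are fitted by a Hill equation.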
TDP1 block: qHTS Assay for Inhibitors of Tyrosyl-DNA Phosphodiesterase (TDP1) | Potency, µM (series often up to 130 µM), for the others: at the highest dose activity change, negative = inhibition, actives largely listed as inhibitors | recombinant TDP1, AlphaScreen DNA substrate cleavage | Tyrosyl-DNA phosphodiesterase 1 (Homo sapiens), Q9NUW8 | AID 485290, 2010 | actives 0.28% (n = 350,000); note: nearly all actives have a fitted effect of over 40% in size
Target sequence (Q9NUW8 whole entry, looked up): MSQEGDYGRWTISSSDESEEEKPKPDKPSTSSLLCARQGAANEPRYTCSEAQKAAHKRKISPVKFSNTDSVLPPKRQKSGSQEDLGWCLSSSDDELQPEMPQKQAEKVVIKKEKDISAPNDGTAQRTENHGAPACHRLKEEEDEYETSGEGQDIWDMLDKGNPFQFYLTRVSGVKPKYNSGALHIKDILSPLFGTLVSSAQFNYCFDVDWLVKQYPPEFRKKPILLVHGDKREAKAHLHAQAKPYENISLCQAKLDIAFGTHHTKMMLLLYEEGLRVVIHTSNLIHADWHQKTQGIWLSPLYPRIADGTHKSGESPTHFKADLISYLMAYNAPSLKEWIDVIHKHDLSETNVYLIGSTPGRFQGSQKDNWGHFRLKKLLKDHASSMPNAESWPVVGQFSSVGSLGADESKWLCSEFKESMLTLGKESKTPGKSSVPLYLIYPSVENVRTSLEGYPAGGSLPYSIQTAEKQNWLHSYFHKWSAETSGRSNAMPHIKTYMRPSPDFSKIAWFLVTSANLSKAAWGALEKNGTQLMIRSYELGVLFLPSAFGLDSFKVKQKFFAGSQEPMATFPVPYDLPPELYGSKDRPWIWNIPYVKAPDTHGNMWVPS
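Recombinant human Tdp1 (E. coli-expressed, 1 nM final) preincubated with compounds 15 min at room temperature, then 5'-biotin/3'-phosphotyrosine-FITC DNA substrate (15 nM final) added for 5 min. AlphaScreen beads (10 ug/ml final) added 10 min; cleavage lowers signal.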
N370S GC: qHTS Assay for Inhibitors and Activators of N370S glucocerebrosidase as a Potential Chaperone Treatment of Gaucher Disease; N370S GC spleen homogenate, 4MU-glucoside fluorescence; Potency, µM (series often up to 59.4 µM), for inactives: at the highest dose activity change, negative = inhibition, most hits filed as inhibitors; actives 0.092% (n = 330,000); AID 2101, 2009;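 note: 0% = full enzyme activity and -100% = no enzyme basal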
Active calls of the source: *; u = inconclusive; x = not tested or not shown; & = joins results of further samples; [ ] = dose if it differs, or a comment. Calls come from the whole dose curve; as a rule, active = well fitted curve in the direction sought with a large enough effect; inconclusive = small, poorly fitted or top-dose-only effect, or another doubt; inactive = no such curve, though single readings can be large; an effect the other way counts as inactive or inconclusive. Unless noted, % is set by controls: 0 for no effect and ±100 for the full control effect; potency is the fitted concentration of half-maximal effect.

[1] CCCCC1OC23CCCCC2C(C#N)(C#N)C1(C#N)C(=N)O3 (stereo unspecified)
[2] COc1ccc(CCNC(=O)CCCn2c(=O)c3ccccc3n(Cc3cccc(Cl)c3)c2=O)cc1OC
[3] CCN(CC)C(=O)CSc1nc2c(sc(=S)n2-c2ccccc2)c(=O)n1-c1ccc(OC)c(OC)c1
[4] COc1ccccc1NS(=O)(=O)c1ccc(C)c(C(=O)NCC(c2ccco2)N2CCCCC2)c1 (stereo unspecified)
[5] O=C(NCc1ccc(Cl)cc1)c1ccncc1
[6] CC1(c2ccccc2)NC(=O)N(CC(=O)NNC(=O)c2cccc(Cl)c2)C1=O (stereo unspecified)
[7] Cc1ccc(-c2cc(NC(=O)c3ccccc3)on2)cc1
[8] COc1cc(C2C(C#N)=C(N)Oc3n[nH]c(C)c32)ccc1OC(=O)c1ccccc1 (stereo unspecified)
[9] N#Cc1cccc(NC(=O)CSc2n[nH]c(=O)[nH]c2=O)c1
[10] COc1ccc(C)cc1NC(=O)CSc1nnnn1Cc1ccccc1
assay / compound	1	2	3	4	5	6	7	8	9	10
FEN1 inh	-9%	-6%	-3%	0%	3%	-4%	-17%	11%	-1%	-7%
TDP1 block	3%	1%	x	4%	x	2%	x	4%	-3%	0%
N370S GC	7%	x	u	-3%	-10%	x	-3%	-5%	-2%	15%

[11] Cc1sc2ccccc2[n+]1CC(=O)O
[12] Cc1cc(N2CCN(c3ccccc3)CC2)n2c(n1)nc1ccccc12
[13] COc1ccc(NC(=O)c2ccc(CNc3c(N4CCCC4)c(=O)c3=O)cc2)cc1Cl
[14] CCOC(=O)N1CCN(C(=O)c2ccc3nc4ccc(Cl)cc4c(=O)n3c2)CC1
[15] COc1ccc(-c2nnc(SCC(=O)Nc3sc4c(c3C#N)CCCC4)n2-c2ccccc2)cc1
[16] CCC(C)Sc1nc(C)nc2c1c(=O)n(C)c(=O)n2C (stereo unspecified)
[17] Fc1ccc(-c2cc3ncc4c(n3n2)-c2cc(Cl)ccc2OC4)cc1
[18] CSc1nsc2nc(=O)c(/C=C3\C=Nc4ccccc43)c(N)n12
[19] Cc1onc(-c2c(Cl)cccc2Cl)c1C(=O)N1C=CC(C(F)(F)F)=NCC1
[20] C/C(CCc1ccco1)=N\NC(=O)CNc1c(Br)cc(Br)cc1Br
assay / compound	11	12	13	14	15	16	17	18	19	20
FEN1 inh	-5%	-13%	-13%	-16%	12%	-6%	7%	u	17%	-15%
TDP1 block	-2%	1%	x	0%	0%	5%	2%	3%	5%	1%
N370S GC	21%	-3%	5%	5%	-9%	4%	x	-3%	4%	-13%

[21] COC(=O)c1ccccc1C(=O)N(Cc1cccnc1)CC1CCCN(C2CCCCC2)C1 (stereo unspecified)
[22] O=C(COC(=O)/C=C/c1ccc2c(c1)OCO2)Nc1ccc(S(=O)(=O)N2CCCC2)cc1
[23] CC(C(=O)NCc1ccccn1)c1ccc([N+](=O)[O-])cc1 (stereo unspecified)
[24] Cc1ccccc1CSc1nc2n(n1)C(c1cccs1)C1=C(CCCC1=O)N2 (stereo unspecified)
[25] COC(=O)c1ccc(CSc2c(C(C)C)cnc3c2c(=O)n(C)c(=O)n3C)cc1
[26] Fc1ccccc1COc1ccc(C(=S)N2CCCC2)cc1
[27] CCCC(=O)n1nc(-c2cccnc2)nc1NCc1ccccc1
[28] O=C(c1ccccc1)N1CCN(C2CCCCCC2)CC1
[29] O=C(Cn1nnc2c(cnn2-c2ccc(F)cc2)c1=O)c1ccccc1F
[30] COc1ccc(C/C(C)=N/NC(=O)c2cccnc2)cc1
assay / compound	21	22	23	24	25	26	27	28	29	30
FEN1 inh	-4%	0%	-5%	-13%	11%	-16%	9%&-12%	-9%	1%	3%
TDP1 block	9%	4%	4%	4%	0%	x	6%&6%	3%	3%	8%
N370S GC	-1%	1%	-12%	u	x	1%	21%	-9%	-1%	2%

An excerpt from further up, as a working copy:
[26] Fc1ccccc1COc1ccc(C(=S)N2CCCC2)cc1
[27] CCCC(=O)n1nc(-c2cccnc2)nc1NCc1ccccc1
[28] O=C(c1ccccc1)N1CCN(C2CCCCCC2)CC1
[29] O=C(Cn1nnc2c(cnn2-c2ccc(F)cc2)c1=O)c1ccccc1F
[30] COc1ccc(C/C(C)=N/NC(=O)c2cccnc2)cc1
assay / compound	26	27	28	29	30
FEN1 inh	-16%	9%&-12%	-9%	1%	3%
TDP1 block	x	6%&6%	3%	3%	8%
N370S GC	1%	21%	-9%	-1%	2%

(cont.)
[31] Cc1[nH]c2ccccc2c1/C=N/Nc1cccc(C(=O)O)c1
[32] CC1CCN(c2ccc3nnc(CCC(=O)Nc4ccc(F)cc4)n3n2)CC1
[33] COC(=O)c1sc(N2CCN(Cc3ccccc3)CC2)nc1N
[34] Cc1cccc(-c2cnn(-c3ccccc3)c2N)c1
[35] O=C(NCCN1CCOCC1)C1CC(=O)N(c2ccc(Cl)cc2)C1 (stereo unspecified)
[36] CCCCN1C(=O)C2C(C(=O)Nc3cccc(OC)c3)C3C=CC2(O3)C1C(=O)NC1CCCCC1C (stereo unspecified)
[37] O=[N+]([O-])O[C@H]1CO[C@H]2[C@@H]1OC[C@H]2O
[38] CC(=O)Nc1ccc(NC(=O)CSc2ccc([N+](=O)[O-])cn2)cc1
[39] Cn1c(=O)cc(OCC(=O)NCCc2ccc(Cl)cc2)c2ccccc21
[40] CCN(CC)c1ncnc2c1[nH]c1ccccc12
assay / compound	31	32	33	34	35	36	37	38	39	40
FEN1 inh	-20%	18%	-1%	2%	16%	-15%	x	-1%	11%	1%
TDP1 block	9%	4%	x	x	11%	-2%	-3%	1%	-1%	6%
N370S GC	2%	-5%	-1%	-5%	-6%	-4%	12%	9%	6%	-3%

[41] Cc1cc(S(=O)(=O)NCC(C)C)ccc1OCC(=O)NCc1ccco1
[42] COc1ccc(NS(=O)(=O)c2ccc3nc(COc4ccc(Cl)c(C)c4)[nH]c3c2)cc1
[43] Cc1ccnc(Nc2nc3ccccc3s2)n1
[44] O=C(OCc1c(Cl)nc2sccn12)c1cc2c(s1)CCCC2
[45] Cc1[nH]nc(-c2ccc(O)cc2O)c1-c1nc2ccccc2s1
[46] C=CCn1c(SCc2cc(=O)n3ccsc3n2)nc2scc(C3CC3)c2c1=O
[47] COc1ccc(-c2ccc(=O)n(Cc3c(F)cccc3Cl)n2)cc1
[48] Cc1cc(C)cc(N2C(=O)C3CCCN3C2=S)c1 (stereo unspecified)
[49] Cc1ccc(C)c(-n2c(N)c(C(N)=O)sc2=S)c1
[50] Cc1ccc(OCC(=O)Nc2cccc(S(=O)(=O)N3CCOCC3)c2)c([N+](=O)[O-])n1
assay / compound	41	42	43	44	45	46	47	48	49	50
FEN1 inh	16%	-6%	-7%	-14%	-4%	-12%	1%	3%	-6%	-7%
TDP1 block	-3%	5%	2%	3%	9%	4%	x	x	5%	0%
N370S GC	5%	-1%	2%	-7%	-5%	27%	u	-7%	-11%	-2%

[51] COc1ccc(Br)cc1CNC(=O)C1CCN(c2nnc(N3CCCC3=O)s2)CC1
[52] CCCCOc1cccc(C2C(C(=O)c3ccc(C)o3)=C(O)C(=O)N2Cc2ccco2)c1 (stereo unspecified)
[53] COC(=O)c1cc(S(=O)(=O)NCc2ccc(S(N)(=O)=O)cc2)oc1C
[54] Cc1cc(Br)ccc1NC(=O)C1CCCN(S(=O)(=O)c2cccc3nonc23)C1 (stereo unspecified)
[55] CCc1ccc(-c2nc(CS(=O)CC(=O)NCc3ccco3)c(C)o2)cc1 (stereo unspecified)
[56] CCOCCn1c(=NC(=O)/C=C/c2ccccc2Cl)sc2cc(NC(C)=O)ccc21
[57] O=C(CSc1nnc(NC(=O)c2c(F)cccc2F)s1)NCc1ccco1
[58] CC1(c2ccccc2Cl)NC(=O)N(CC(=O)Nc2cccnc2Cl)C1=O (stereo unspecified)
[59] Nc1ccc2c(c1)ncn2CCCn1cnc2cc(N)ccc21
[60] CCN(c1ccccc1)S(=O)(=O)c1nnc(NC(=O)COc2ccc(OC)cc2)s1
assay / compound	51	52	53	54	55	56	57	58	59	60
FEN1 inh	-7%	x	-8%	-15%	13%	-1%	6%	13%	-28%	17%
TDP1 block	0%	8%	11%	2%[12.3 µM]	3%	-3%	x	-9%	2%	4%
N370S GC	1%	0%	0%	x	-17%	-15%	0%	-3%	11%	x

[61] COc1ccc(Cl)cc1C(=O)NC(C)C
[62] Cc1ccc(C(=O)NCC2CCCO2)cc1N1CCCC1=O (stereo unspecified)
[63] COc1ccc(C(=O)O/N=C(\C)c2cnccn2)cc1
[64] CCOC(=O)c1c(S(=O)(=O)N2CCC(C(=O)Nc3ccc(C)cn3)CC2)c(C)n(C)c1C
[65] COc1ccc(Cc2nnc(NC(=O)Nc3ccc(F)cc3)s2)cc1OC
[66] O=C(NCCCc1ccccc1)c1cccc([N+](=O)[O-])c1
[67] CC(=O)N(c1ccc2oc(=O)sc2c1)S(=O)(=O)c1ccccc1
[68] Cc1cc(C)nc(NC(=O)c2ccc(Cl)c(Cl)c2)n1
[69] Cc1ccc(CN2C(=O)C3(c4ccccc42)N(c2cccc(F)c2)C(=O)CS3(=O)=O)cc1 (stereo unspecified)
[70] CCOC(=O)C1=CN(Cc2cccc(F)c2)S(=O)(=O)N(CC)C1CCc1ccccc1 (stereo unspecified)
assay / compound	61	62	63	64	65	66	67	68	69	70
FEN1 inh	-3%	5%	-4%	22%	-5%	-2%	-8%	-6%	-13%	-21%
TDP1 block	1%	-9%	0%	0%	x	-3%	10%	-2%	3%	-5%[56.1 µM]
N370S GC	-8%	9%	-5%	x	-8%	26%	-1%	-2%	x	x

[71] COc1ccccc1NS(=O)(=O)c1ccc(NC(=O)Cc2cccs2)cc1
[72] CCOc1ccccc1CN1CCC(n2nccc2NC(=O)C2CCCC2)CC1
[73] CCOC(=O)N1CCN(C(=O)COC(=O)c2ccc(Cl)nc2)CC1
[74] Cc1cc(C)cc(OC(=O)C23CCC(C)(C(=O)O2)C3(C)C)c1 (stereo unspecified)
[75] Cc1cccc(Oc2c([N+](=O)[O-])c(=O)n(C)c3ccccc23)c1
[76] COc1ccc(C2NC(=S)NC3=C2CCc2ccccc23)cc1OC (stereo unspecified)
[77] CC(=O)Nc1ccc(/C=C/c2nc(-c3ccccc3O)n[nH]2)cc1
[78] OCCN(Cc1ccccc1)Cc1ccccc1Cl
[79] O=C(Cc1nc2ccccc2[nH]1)c1ccc(Cl)cc1
[80] COc1ccc(-c2noc(CN3CCCC(OCc4ccccn4)C3)n2)cc1 (stereo unspecified)
assay / compound	71	72	73	74	75	76	77	78	79	80
FEN1 inh	-12%	3%	1%	9%	20µM*	1%	-5%	-20%	15%	-11%
TDP1 block	5%	5%	0%	-3%	1%	3%	x	u	-13%	4%
N370S GC	1%	-5%	x	-6%	19%	2%	-7%	-3%	0%	2%

[81] Clc1ccc(Sc2ccccn2)cc1
[82] Cc1c(C)n(Cc2ccccc2)c2ncnc(N)c12
[83] COc1cc(OC)cc(C(=O)Nc2nnc(SCC(=O)NCC3CCCO3)s2)c1 (stereo unspecified)
[84] CCOC(=O)c1cc2c(=O)n3cc(C)ccc3nc2n(Cc2cccnc2)c1=N
[85] O=C(CNCc1ccccc1Cl)NCc1ccco1
[86] O=C(CN1C(=O)C(=O)N(C2CCCC2)C1=O)NCCc1ccc(F)cc1
[87] O=C(Nc1ccc2c(c1)OCCO2)C(=S)NCc1ccccc1
[88] Cc1c(C(=O)NC2=NCCS2)oc2ccccc12
[89] COc1ccccc1C(=O)NCC(=O)N1CCN(S(=O)(=O)c2ccccc2C(F)(F)F)CC1
[90] CCOc1ccc(OCC)c(NC(=O)CCc2nc3cccnc3n2-c2ccccc2)c1
[91] Cc1c(C(=O)N2CCCC2)nnn1-c1nonc1N
[92] O=C(CCN1CCc2ccccc2C1)c1ccc2c(c1)OCCO2
assay / compound	81	82	83	84	85	86	87	88	89	90	91	92
FEN1 inh	1%	-4%	-1%	x	-4%	-6%	4%	5%	-14%	9%	1%	-8%
TDP1 block	x	8%	7%	2%	11%	0%	0%	6%	0%	6%	3%	-3%
N370S GC	2%	-1%[2.35 µM]	-5%	2%	7%	x	-6%	-6%	x	x	4%	12%
